From PubChem BioAssay
ADAM17 inh – inhibits human ADAM17 | hit rate 0.83% among 370,000 | P78536 | recombinant ADAM17, EDANS/DABCYL FRET peptide cleavage | inhibition, % at 6.95 µM;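 active means inhibition above the mean of compounds lying between control limits plus 3 SD, set per campaign, cut at about 8.5% in these data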;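 further: 0% = DMSO-only wells as the low control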
Target sequence (P78536 215-824 limits assumed): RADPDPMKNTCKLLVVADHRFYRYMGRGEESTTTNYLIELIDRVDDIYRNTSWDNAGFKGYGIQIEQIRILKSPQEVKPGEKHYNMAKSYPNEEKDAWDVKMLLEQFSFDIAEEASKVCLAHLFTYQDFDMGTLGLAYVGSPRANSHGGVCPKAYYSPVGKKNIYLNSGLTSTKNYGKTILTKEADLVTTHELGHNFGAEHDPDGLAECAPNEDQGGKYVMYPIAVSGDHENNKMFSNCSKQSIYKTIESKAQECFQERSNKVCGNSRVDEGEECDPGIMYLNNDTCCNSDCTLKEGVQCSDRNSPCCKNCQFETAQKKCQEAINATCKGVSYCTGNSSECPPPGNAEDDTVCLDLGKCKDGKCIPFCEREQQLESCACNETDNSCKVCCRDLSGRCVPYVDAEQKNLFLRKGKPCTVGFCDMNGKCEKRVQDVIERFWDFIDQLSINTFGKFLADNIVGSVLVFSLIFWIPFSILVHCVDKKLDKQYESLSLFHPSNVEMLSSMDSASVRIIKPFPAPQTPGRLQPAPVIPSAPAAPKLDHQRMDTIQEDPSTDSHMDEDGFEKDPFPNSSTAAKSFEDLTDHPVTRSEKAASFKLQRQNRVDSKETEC
PLC-beta3 inh – PLC-beta3 (human) inhibition, primary screen; Q01970; Purified PLC-beta3, fluorogenic substrate, fluorescence; inhibition, % at 12.2 µM; hit rate 0.18% among 370,000; AID 720704; in the data active means inhibition above about 11%;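 further: 0% = median of compound wells on plate and 100% = full blocker control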
KLK7 zymogen act – activates the human kallikrein-7 zymogen. activation, % at 7 µM. P49862. hit rate 0.9% among 370,000. purified proKLK7, EDANS-DABCYL substrate fluorescence; 100% is mature enzyme control, 0% vehicle;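 active means activation above the mean of all tested compounds plus 3 SD, computed per campaign excluding outliers beyond control limits, cut at about 13% in these data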
UHRF1 MBD2 ctr – human UHRF1 methylated DNA binding inhibitors. Q96T88. UHRF1 binding to methylated oligo, TR-FRET. hit rate 0.75% among 370,000. inhibition, % at 4.4 µM. AID 687016; in the data active means inhibition above about 21%;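 further: UHRF1 SRA domain binding a hemimethylated CpG hairpin DNA probe; 0% = median of test compound wells and 100% = reference inhibitor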
Tn6 DDE FP – disrupts Tn6 cyclic peptide binding to fibrin D-Dimer-E complex. P02675. Fibrin DD(E) TRITC-Tn6 fluorescence polarization displacement. inhibition, % at 8.3 µM. hit rate 0.21% among 370,000. AID 720509;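 active means inhibition above a per-campaign cutoff: mean of compounds within control limits plus 3 SD, cut at about 15% in these data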;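 further: 0% = median of all compound wells on the plate and 100% = blocking peptide control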
Target sequence (P02675 whole entry, looked up): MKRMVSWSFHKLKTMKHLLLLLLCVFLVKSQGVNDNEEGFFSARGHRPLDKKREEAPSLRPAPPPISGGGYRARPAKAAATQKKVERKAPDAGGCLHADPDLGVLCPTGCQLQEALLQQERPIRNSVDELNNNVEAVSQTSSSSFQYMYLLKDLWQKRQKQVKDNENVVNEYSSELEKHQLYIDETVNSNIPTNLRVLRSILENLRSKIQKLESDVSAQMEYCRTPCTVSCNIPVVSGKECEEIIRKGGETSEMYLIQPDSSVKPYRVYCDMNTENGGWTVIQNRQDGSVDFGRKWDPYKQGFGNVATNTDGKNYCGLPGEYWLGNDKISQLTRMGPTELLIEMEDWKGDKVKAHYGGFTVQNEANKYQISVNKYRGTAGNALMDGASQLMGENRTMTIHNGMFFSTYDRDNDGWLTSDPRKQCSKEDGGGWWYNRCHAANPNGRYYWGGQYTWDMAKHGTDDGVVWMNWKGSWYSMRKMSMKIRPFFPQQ
MBD2 inh – inhibitors of human MBD2 binding to methylated oligonucleotide. Q9UBB5. TR-FRET. inhibition, % at 4.4 µM. hit rate 0.31% among 370,000; in the data active means inhibition above about 13%
ASAP1 GAP inh – ASAP1 ArfGAP inhibition; Q9ULH1; ASAP1-stimulated ARF1 GTP hydrolysis, GDP FP detection; inhibition, % at 16.5 µM; hit rate 0.19% among 360,000; AID 624377; in the data active means inhibition above about 25%;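 further: 0% = vehicle with enzyme and substrate and 100% = no enzyme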
PLC-gamma1 inh – inhibitors of human phospholipase C gamma1; AID 720700; hit rate 0.84% among 370,000; inhibition, % at 12.2 µM; purified PLC-gamma1, fluorogenic substrate, fluorescence; in the data active means inhibition above about 9.5%
Tn7 DDE FP – inhibitors of Tn7 peptide binding to human fibrin DD(E); FP displacement of FITC-Tn7 peptide from fibrin DD(E); 0% = median of compound wells per plate; inhibition, % at 8.3 µM; P02675; hit rate 0.13% among 370,000; AID 720508;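 active means inhibition above the mean of compounds falling within the control limits plus 3 SD of them, cut at about 14% in these data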;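 further: 0% = plate median of compound wells and 100% = 10 µM Aha-Tn7 peptide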
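Assay system: Human fibrin DD(E) protein | Medium: Tris buffer with calcium and detergent, pH 7.8 | Reagent: 0.1 µM fluorescent Tn7 | Compound dosing: Single point at 8.3 µM | Times: 10 min preincubation, 3 h with tracer, room temperature | Detection: Fluorescence polarization of the labelled Tn7 tracer | Controls: Aha-Tn7 high control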
ARFGAP1 inh – inhibits rat ARF GTPase activating protein 1. Q62848. Arfgap1-stimulated ARF1 GTP hydrolysis, GDP FP detection. inhibition, % at 16.5 µM. hit rate 0.26% among 360,000. AID 651572;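 active means inhibition above a per-plate limit, mean inhibition of low control wells plus 3 SD, cut at about 25% in these data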;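 further: 0% = DMSO wells with enzyme and 100% = wells lacking Arfgap1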
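System: truncated rat Arfgap1 GAP domain / Medium: HEPES-based buffer, pH 7.5 / Also added: N-terminally truncated human ARF1-GTP substrate / Incubation: enzyme reaction 120 min at 25 °C after 20 min preincubation / Measured by: FP of antibody-bound GDP Alexa 633 tracer, ex 620/em 688 nm / Replicates: singlicate, each compound tested once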
The depositor's hits bear a star.

SMILES | ADAM17 inh | PLC-beta3 inh | KLK7 zymogen act | UHRF1 MBD2 ctr | Tn6 DDE FP | MBD2 inh | ASAP1 GAP inh | PLC-gamma1 inh | Tn7 DDE FP | ARFGAP1 inh
COc1ccccc1NC1=C(Cl)C(=O)OC1OC(=O)c1ccco1 (configuration not stated) | -1 | -1 | -0.4 | 1 | 0 | -3 | 1 | 1 | 3 | 6
CC1CN(C/C(=N\O)C23CC4CC(CC(C4)C2)C3)CC(C)O1 (configuration not stated) | 1 | 5 | -0.1 | -4 | -7 | -2 | -13 | 2 | -6 | -11
Cc1ccc(C)c(NS(=O)(=O)c2cc(C(=O)NCCSC3CCCCC3)ccc2C)c1 | 16* | 2 | 0.0 | 3 | -4 | -4 | -4 | 14* | -6 | -4
CCCN(CC(=O)Nc1ccccc1OC)C(=O)c1cc(S(=O)(=O)NCc2ccccc2)ccc1C | 2 | -4 | 0.5 | -1 | -1 | 0 | 12 | 3 | 4 | 8
O=C1C=C(c2cccc(Cl)c2O)C[C@@H](c2ccc3c(c2)OCO3)C1 | 2 | -47 | 0.2 | -3 | -1 | -1 | 3 | -36 | 2 | -1
COc1cc(O)c(C(CCN2CCN(c3ccccc3)CC2)c2cc(OC)c(OC)c(OC)c2)c(OC)c1 (configuration not stated) | 2 | 4 | 0.4 | 7 | 8 | 3 | -2 | 1 | -5 | -3
CCOc1ccccc1C(=O)NCC(=O)NNC(=O)c1cccc(S(=O)(=O)Nc2ccc(OC)cc2)c1 | -1 | -1 | 0.2 | -2 | 7 | -1 | -9 | -1 | -4 | 4
COc1ccc(CNC(=O)C(=O)NCC2OCCN2S(=O)(=O)c2ccc(F)cc2)cc1 (configuration not stated) | 4 | -2 | 0.4 | -2 | -11 | -7 | 0 | 2 | 8 | -3
O=c1cc(N2CCOCC2)[nH]c(=O)n1C1CCCCC1 | -2 | -2 | 0.3 | 2 | 0 | 4 | -6 | 5 | 3 | -3
Cc1cc2c(c(=O)o1)[C@@]1(C(=O)N(C)c3ccccc31)C1=C(CC(C)(C)CC1=O)O2 | 3 | 2 | -0.5 | 5 | 1 | -2 | -4 | 5 | -3 | 13
CCCC(=O)N1CCCC(c2cc(C(=O)Nc3ccc4c(c3)OCO4)no2)C1 (configuration not stated) | 0 | 2 | 0.1 | 0 | 8 | -1 | -2 | -1 | 4 | 2
CCOC(=O)c1ccsc1NC(=O)c1ccco1 | -5 | -58 | 0.2 | 0 | -2 | -2 | -10 | -36 | 5 | -2
COc1ccc(C(=O)NCC(=O)NCC(=O)OCC(=O)C(C)(C)C)cc1 | -2 | 1 | 0.7 | -2 | 0 | 9 | 6 | -1 | -2 | -5
COc1ccc(C(=O)N/N=C/c2ccc(OC)c(CSc3ccccn3)c2)cc1 | 2 | -1 | -0.1 | -3 | -11 | 2 | 13 | -2 | -8 | 21
Cc1ccc(S(=O)(=O)CCC(=O)OC(C)C(=O)N2CCc3ccccc32)cc1 (configuration not stated) | -2 | -7 | 0.2 | 3 | -1 | -1 | 4 | 4 | -2 | 3
COCCCNC(=O)CSc1nc2cc3c(cc2c(=O)n1CCCC(=O)NCc1ccc(OC)cc1)OCO3 | -3 | -5 | 0.6 | -2 | 5 | -3 | 4 | 0 | 7 | 4
O=C1C2(CCCC13COC(c1ccc(O)cc1)OC3)COC(c1ccc(O)cc1)OC2 (configuration not stated) | -1 | -5 | -0.5 | 12 | 10 | 6 | -6 | 1 | 12 | -4
Nc1nc2c(ncn2[C@@H]2O[C@H](C(=O)NCC3CCCCC3)[C@@H](O)[C@H]2O)c(=O)[nH]1 | 0 | 1 | 0.7 | 2 | -2 | -3 | -5 | 5 | -6 | 10
Cc1cccc2sc(NC(=O)C3CC3)nc12 | 3 | -2 | -0.1 | 0 | -14 | -6 | -16 | 5 | 8 | -1
N#CCCN1CCN(CCC#N)C1=S | 0 | 6 | 0.1 | -2 | 5 | -7 | 10 | 5 | -10 | 6
O=C(CCN1C(=O)c2ccccc2C1=O)Nc1cccc(F)c1 | 5 | 4 | 0.0 | 18 | -1 | 1 | -13 | 4 | 3 | -11
NS(=O)(=O)c1ccc(NC(=S)NC(=O)c2ccc3c(c2)OCO3)cc1 | -1 | 0 | -0.2 | -2 | 1 | 1 | 5 | 2 | -2 | 5
Cc1ccc(-c2nnn(CC(=O)N(Cc3ccco3)C(C(=O)NC(C)(C)C)c3ccc(C)o3)n2)o1 (configuration not stated) | 0 | -3 | 0.6 | -2 | 9 | -7 | -1 | 1 | 6 | 0
Cc1nnc(NC(=O)c2ccncc2)s1 | -3 | -1 | 0.3 | 1 | -3 | -1 | -5 | 2 | 2 | 0

Ordered by molecular weight (ascending): part of the list above
SMILES | ADAM17 inh | PLC-beta3 inh | KLK7 zymogen act | UHRF1 MBD2 ctr | Tn6 DDE FP | MBD2 inh | ASAP1 GAP inh | PLC-gamma1 inh | Tn7 DDE FP | ARFGAP1 inh
N#CCCN1CCN(CCC#N)C1=S | 0 | 6 | 0.1 | -2 | 5 | -7 | 10 | 5 | -10 | 6
Nc1nc2c(ncn2[C@@H]2O[C@H](C(=O)NCC3CCCCC3)[C@@H](O)[C@H]2O)c(=O)[nH]1 | 0 | 1 | 0.7 | 2 | -2 | -3 | -5 | 5 | -6 | 10
O=C1C2(CCCC13COC(c1ccc(O)cc1)OC3)COC(c1ccc(O)cc1)OC2 (configuration not stated) | -1 | -5 | -0.5 | 12 | 10 | 6 | -6 | 1 | 12 | -4
Cc1ccc(-c2nnn(CC(=O)N(Cc3ccco3)C(C(=O)NC(C)(C)C)c3ccc(C)o3)n2)o1 (configuration not stated) | 0 | -3 | 0.6 | -2 | 9 | -7 | -1 | 1 | 6 | 0
COCCCNC(=O)CSc1nc2cc3c(cc2c(=O)n1CCCC(=O)NCc1ccc(OC)cc1)OCO3 | -3 | -5 | 0.6 | -2 | 5 | -3 | 4 | 0 | 7 | 4

New compounds follow
SMILES | ADAM17 inh | PLC-beta3 inh | KLK7 zymogen act | UHRF1 MBD2 ctr | Tn6 DDE FP | MBD2 inh | ASAP1 GAP inh | PLC-gamma1 inh | Tn7 DDE FP | ARFGAP1 inh
CC(=O)C1=C(O)C(=O)N(c2nccs2)C1c1ccc(Br)cc1 (configuration not stated) | -15 | -122 | 2.2 | 11 | 5 | 6 | -1 | -102 | 0 | 5
CC12CCC(=O)N1C(C(=O)Nc1ccc(Cl)c(S(=O)(=O)N3CCCCC3)c1)CS2 (configuration not stated) | -9 | -10 | -0.2 | 7 | 0 | 1 | -10 | 9 | 10 | -6
COc1ccc(/C=N/NC(=O)c2nc(-c3ccccc3)cc(-c3ccccc3)n2)cc1 | -3 | -24 | -3.0 | -3 | 0 | 1 | 10 | -16 | 12 | 8
O=C(COC(=O)C1CC2C=CC1C2)NCc1ccc(F)cc1 (configuration not stated) | -2 | -1 | 0.2 | 4 | 3 | 2 | -13 | -1 | 6 | 9
COc1ccc(S(=O)(=O)N2CCN(C(=O)c3cnc(C)cn3)CC2)cc1 | 1 | 2 | -0.7 | 2 | 6 | 1 | 3 | 8 | -6 | 11
CC(/C=N/NC(=O)CSc1nc2ccccc2n1C)=C\c1ccco1 | -1 | -7 | 0.4 | -1 | 2 | -2 | 14 | -3 | -2 | 6
CC(=O)c1ccc(N2CCN(S(=O)(=O)c3cc(-c4cc(C)no4)ccc3C(C)C)CC2)cc1 | -2 | -28 | -3.7 | -3 | -10 | -4 | -2 | -13 | -6 | -2
COC(=O)C1=C(C(=O)OC)SC2(S1)C(C(=O)OC)=C(C(=O)OC)SC1=C2c2cc(C)cc(C)c2NC1(C)C | 3 | 1 | 0.2 | -12 | 9 | -2 | -9 | 2 | 1 | -5
COc1ccc(N(C(=O)C(C)C)S(=O)(=O)c2ccc(Cl)cc2)cc1 | -1 | 3 | -1.0 | -2 | -1 | -2 | 6 | 3 | -1 | -5
CCCCCC(=O)N1CCCC1 | 3 | -4 | 0.0 | 1 | -3 | 3 | 3 | 1 | 6 | -8
O=C(NCC1CCCO1)C1CCCN1C(=O)NC1CCCCC1 (configuration not stated) | -1 | 0 | 1.0 | 0 | -2 | -1 | 3 | 2 | -4 | 20
COc1ccc(C(=O)Nc2ccccc2C(=O)Nc2ccncc2)cc1 | -7 | -100 | 0.4 | 7 | -5 | 3 | -7 | -60 | 2 | 4

As entered above:
Entry for CC12CCC(=O)N1C(C(=O)Nc1ccc(Cl)c(S(=O)(=O)N3CCCCC3)c1)CS2 (configuration not stated) in PLC-gamma1 inh: 9
Entry for COC(=O)C1=C(C(=O)OC)SC2(S1)C(C(=O)OC)=C(C(=O)OC)SC1=C2c2cc(C)cc(C)c2NC1(C)C in PLC-beta3 inh: 1

Next part
SMILES | ADAM17 inh | PLC-beta3 inh | KLK7 zymogen act | UHRF1 MBD2 ctr | Tn6 DDE FP | MBD2 inh | ASAP1 GAP inh | PLC-gamma1 inh | Tn7 DDE FP | ARFGAP1 inh
O=C1CNC(=O)/C(=C\c2ccccc2)N1 | 0 | 6 | 0.7 | 1 | -3 | -5 | 1 | 1 | 0 | -11
O=C(NC1CC2CCCC(C1)N2Cc1ccccc1)c1ccc([N+](=O)[O-])cc1 (configuration not stated) | -1 | -4 | -0.1 | 1 | 3 | -3 | -4 | 2 | -8 | -4
CC(=O)c1cccc(NC(=S)NC(=O)c2ccc(C)cc2)c1 | 0 | -9 | 0.1 | 13 | 7 | 6 | -10 | 1 | 3 | 7
Cc1ccc(/C=N/NC(=O)c2ccc(NC(=O)c3ccccc3Cl)cc2)o1 | 0 | -20 | 0.5 | -1 | 2 | 1 | 7 | -6 | -9 | 5
COc1ccc(Cl)cc1NC(=O)NCc1cccnc1 | -3 | -4 | 0.7 | -2 | -2 | -2 | 3 | -1 | -6 | 3
CN(C)S(=O)(=O)c1ccc(SCC(=O)Nc2cccc(S(=O)(=O)N3CCCC3)c2)nc1 | 5 | -11 | 0.4 | 2 | 7 | -8 | -5 | -2 | -5 | 4
C/C(=N\OCC(=O)OCC(=O)NCc1ccccc1)c1ccc2c(c1)OCO2 | 6 | -6 | -0.6 | 4 | 2 | 2 | 5 | 5 | -2 | 1
Cc1ccc(SCC(=O)NCc2ccccc2)cc1 | -3 | -6 | 0.7 | -1 | -3 | 3 | -8 | 1 | -2 | -6
CCCNC(=O)CSc1nnc(-c2ccco2)n1C | -1 | 1 | 0.4 | 0 | -2 | -4 | 7 | -3 | 0 | -4
COc1ccc(C(=O)Nc2ccc(Cl)c(S(=O)(=O)N3CCOCC3)c2)cc1 | 3 | 4 | 0.0 | 4 | 1 | -1 | 7 | 4 | -3 | -2
O=C(Nc1ccccc1N1CCOCC1)C1CCCCN1S(=O)(=O)c1ccccc1 (configuration not stated) | 1 | -3 | 0.0 | 0 | 2 | 0 | 10 | 2 | -7 | -2
CC1(C(=O)Nc2ccc(F)cc2F)CCN1C(=O)Cc1ccc(Cl)cc1Cl (configuration not stated) | 4 | 3 | 1.3 | 0 | 6 | -4 | -4 | 5 | 4 | -8
CC1(C)CNC(=O)C=C(c2ccccc2)C1 | -4 | -12 | 0.2 | 4 | -2 | -1 | 9 | -10 | 6 | -1
